Assay outcomes: PubChem BioAssay, several laboratories
Mcl1-Bid inh: Mcl-1/Bid interaction inhibition. Q07820. TR-FRET Mcl-1/Bid-Dy647 peptide binding, 1536-well. inhibition, % at 21.7 µM. 220,000 compounds, 0.97% hits. AID 1021;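 active = compounds that cut the binding signal by more than half at the single screening dose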;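 also: His-tagged Mcl-1 with europium anti-His antibody binding Bid BH3 peptide; 0% = Mcl-1 plus peptide wells and 100% = peptide-only wells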
Target sequence (Q07820 whole entry, looked up): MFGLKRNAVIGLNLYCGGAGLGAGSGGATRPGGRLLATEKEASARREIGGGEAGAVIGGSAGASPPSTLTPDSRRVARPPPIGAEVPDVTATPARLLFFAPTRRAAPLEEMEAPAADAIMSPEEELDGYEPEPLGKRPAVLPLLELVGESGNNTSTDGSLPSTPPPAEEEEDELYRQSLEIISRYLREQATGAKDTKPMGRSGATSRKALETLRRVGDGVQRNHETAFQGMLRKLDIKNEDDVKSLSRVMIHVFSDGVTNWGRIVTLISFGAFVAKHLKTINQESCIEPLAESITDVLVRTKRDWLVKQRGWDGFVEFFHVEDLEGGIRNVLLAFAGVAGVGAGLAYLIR
Rab2 wt GTP: changes GTP binding to wildtype dog Rab2A, up or down; AID 760; GST-Rab2 wt beads, Bodipy-GTP binding, flow cytometry; P61105; GTP binding activity, % at 10 µM; 190,000 compounds, 0.19% hits;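 active = GTP binding activity at least 20 points away from 100%, either lowered or raised; inconclusive = signal likely due to the compound's own green fluorescence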;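 also: 0% = beads with excess unlabeled GTP and 100% = no-compound control corrected for plate trend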
Pf gametocyte: inhibitors of late stage P. falciparum gametocyte viability; P. falciparum stage V gametocytes, ATP luminescence, 24 h; AID 743093; inhibition, % at 10.9 µM; 150,000 compounds, 0.065% hits;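 active = inhibition above the mean plus 3 SD of compounds within the control limits, set per campaign, cut at about 38% in these data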;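 also: 0% = DMSO wells and 100% = medium only without gametocytes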
Mcl1 Noxa PPI: disrupts binding of human Mcl-1 to Noxa peptide | TR-FRET Mcl-1/Noxa peptide binding, 2 h | Q07820 | inhibition, % at 21.7 µM | 220,000 compounds, 1.5% hits;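 active = compounds that cut the protein-peptide binding signal by more than 50% relative to plate controls in a single-dose test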;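 also: His-tagged Mcl-1 with rhodamine Noxa BH3 peptide and terbium anti-His antibody; 0% = Mcl-1 plus Noxa peptide wells and 100% = peptide-only wells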
Rab7 wt modul: alters GTP binding to wildtype dog Rab7 | GTP binding activity (percent of control), % at 10 µM | GST-Rab7 beads, fluorescent GTP binding, flow cytometry; actives lie on both sides; untreated = 100%, excess cold GTP = 0% | 190,000 compounds, 0.055% hits | AID 758;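 active = fluorescent GTP binding to Rab7 beads changed by at least 20 points from the 100% baseline, either direction, mostly lower; inconclusive = compound itself probably fluorescent, or too few beads counted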;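 also: median green fluorescence of bound Bodipy-FL-GTP per Rab7 bead population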
Rac1 mut GTP: human Rac1 activated mutant GTP binding change; P63000; GST-Rac1 activated beads, fluorescent GTP binding, flow cytometry; actives lie on both sides; 100% means binding = to untreated wells; percent activity (GTP binding), % at 10 µM; 190,000 compounds, 0.11% hits; AID 764;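 active = GTP binding at least 20 percentage points away from the 100% baseline, in either direction, so actives lie on both sides; inconclusive = Compound likely fluorescent itself, or too few beads counted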
RGS8-Gao: human RGS8-Galphao interaction regulation; P09471; multiplexed bead flow cytometry, RGS8-Galphao binding; actives lie on both sides; response (percent of control binding), % at 10 µM; 220,000 compounds, 0.34% hits; in the data active = response below about 60% or above about 140%; inactive = in between;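 also: Galphao activated as the GDP aluminium fluoride complex binding bead-coupled RGS8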
Target sequence (P09471 whole entry, looked up): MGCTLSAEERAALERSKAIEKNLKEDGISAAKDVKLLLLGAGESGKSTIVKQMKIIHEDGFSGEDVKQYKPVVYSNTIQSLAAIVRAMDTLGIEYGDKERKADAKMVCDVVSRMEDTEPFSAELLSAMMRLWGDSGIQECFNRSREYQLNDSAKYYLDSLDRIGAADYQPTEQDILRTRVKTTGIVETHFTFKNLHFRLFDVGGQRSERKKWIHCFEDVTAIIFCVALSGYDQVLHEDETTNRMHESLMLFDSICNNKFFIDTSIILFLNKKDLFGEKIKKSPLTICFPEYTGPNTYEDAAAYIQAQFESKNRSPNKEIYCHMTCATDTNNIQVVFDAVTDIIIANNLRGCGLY
HRas wt GTP: modulators of GTP binding to human HRas wildtype; P01112; AID 759; GTP binding activity, % at 10 µM; 190,000 compounds, 0.14% hits; GST-Ras wt beads, Bodipy-FL-GTP binding, flow cytometry; actives lie on both sides;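 active = GTP binding activity at least 20% away from the 100% baseline, either lowered as inhibitor or raised as activator; inconclusive = flagged as likely green fluorescent, judged across all proteins in the well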;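 also: 0% = unlabeled GTP competition control and 100% = no-compound control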
Target sequence (P01112 whole entry, looked up): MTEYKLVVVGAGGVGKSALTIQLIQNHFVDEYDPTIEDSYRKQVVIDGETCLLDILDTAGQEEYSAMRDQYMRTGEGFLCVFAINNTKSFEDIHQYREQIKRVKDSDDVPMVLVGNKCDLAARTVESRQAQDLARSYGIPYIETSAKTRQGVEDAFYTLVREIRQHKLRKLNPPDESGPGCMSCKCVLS
Rac1 wt GTP bind: modulators of human Rac1 wildtype GTP binding | 190,000 compounds, 0.27% hits | GTP binding activity (% of control), % at 10 µM | GST-Rac1 beads, fluorescent GTP binding, flow cytometry; actives lie on both sides; 0 = cold GTP competed, 100 = untreated | P63000;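 active = GTP binding activity at least 20 points away from the 100% control level, either lower or higher; inconclusive = compound flagged as likely green fluorescent, judged across all proteins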
Cdc42 wt GTP: human Cdc42 wildtype GTP binding change, either direction; P60953; percent activity (GTP binding), % at 10 µM; AID 761; GST-Cdc42 beads, Bodipy-GTP binding, flow cytometry; actives lie on both sides; 190,000 compounds, 0.2% hits;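 active = percent activity GTP binding at least 20 points away from the 100% baseline, either down as inhibitor or up as activator; inconclusive = compound flagged as likely green fluorescent from well-wide comparison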;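 also: median bead fluorescence of bound Bodipy-FL-GTP at 100 nM; 0% = excess unlabeled GTP control and 100% = no compound control; below 100% means less GTP binding so inhibitor and above means activator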
Target sequence (P60953 whole entry, looked up): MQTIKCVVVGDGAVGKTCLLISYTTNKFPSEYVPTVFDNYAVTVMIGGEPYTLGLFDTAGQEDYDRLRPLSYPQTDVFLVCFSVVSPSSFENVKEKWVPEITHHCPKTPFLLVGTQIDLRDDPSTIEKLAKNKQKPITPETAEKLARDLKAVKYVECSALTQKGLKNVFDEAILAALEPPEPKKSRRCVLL
Mcl-1 Bim block: disrupts Bim peptide binding to human Mcl-1; AID 1009; Q07820; inhibition, % at 10 µM; 190,000 compounds, 0.1% hits; Bead-based flow cytometry, Bim peptide-Mcl-1 binding; in the data active = inhibition above about 40%;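 also: 0% = no compound tracer wells and 100% = peptide blocker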
The depositor's hits bear a star; ? = inconclusive; . = not tested or not shown.

SMILES | Mcl1-Bid inh | Rab2 wt GTP | Pf gametocyte | Mcl1 Noxa PPI | Rab7 wt modul | Rac1 mut GTP | RGS8-Gao | HRas wt GTP | Rac1 wt GTP bind | Cdc42 wt GTP | Mcl-1 Bim block
Cc1ccc(NC(=O)CSc2nnc(-c3cccs3)n2Cc2ccco2)cc1 | -5 | 99 | 2 | -15 | 96 | 95 | 93 | 97 | 96 | 101 | -3
CCCOc1ccc(NC(=O)C2OC3OC(C)(C)OC3C3OC(C)(C)OC23)cc1 (stereo not given) | -2 | 102 | . | 4 | 97 | 101 | 94 | 102 | 107 | 104 | -7
Cc1c(Nc2cc(Cl)c3nonc3c2[N+](=O)[O-])c(=O)n(-c2ccccc2)n1C | -32 | 97 | . | 28 | 91 | 90 | 89 | 88 | 95 | 95 | 16
CN(C(=O)C1CCCO1)c1nnc(-c2ccncc2)s1 (stereo not given) | -22 | 97 | -3 | 1 | 95 | 99 | 100 | 96 | 100 | 95 | 0
N#Cc1c(-c2ccccc2)nc(SCC(=O)NC2CCCCC2)[nH]c1=O | -16 | 91 | -7 | 23 | 89 | 86 | 102 | 89 | 88 | 87 | -1
O=C(c1ccco1)N1C(=O)c2cccc3cccc1c23 | -7 | 101 | 11 | 20 | 102 | 97 | 102 | 101 | 101 | 100 | 1
O=C1N/C(=C/c2cccn2-c2ccc(F)cc2)C(=O)N1Cc1ccccc1 | -46 | 95 | 4 | 7 | 95 | 95 | 97 | 98 | 98 | 97 | 5
CCOc1ccc(OCC)c(NC(=O)CCCN2C(=S)NC(C)(C)CC2C)c1 (stereo not given) | -39 | 99 | . | 19 | 98 | 100 | 105 | 99 | 108 | 103 | 0
CCOc1ccccc1OCCC(=O)OCC(=O)c1ccc[nH]1 | -25 | 95 | 3 | 20 | 101 | 94 | 101 | 100 | 99 | 96 | 0
Cc1ccc(OCC(=O)Nc2cccc(S(=O)(=O)N3CCCCC3)c2)c([N+](=O)[O-])n1 | 30 | 99 | -18 | 16 | 102 | 100 | 93 | 100 | 103 | 99 | -5
O=C(NCc1cccs1)C(=O)NCC1OCCCN1S(=O)(=O)c1cccs1 (stereo not given) | -6 | 99 | -6 | 9 | 98 | 96 | 102 | 96 | 99 | 101 | -4
Cn1c(N)c(C(=O)COC(=O)COc2ccc3ccccc3c2)c(=O)n(C)c1=O | -14 | 100 | . | 17 | 106 | 99 | 100 | 102 | 101 | 97 | -1
Clc1ccc(-c2ccnc(Oc3ccc4ccccc4c3)n2)cc1 | 1 | 97 | -3 | 7 | 100 | 98 | 102 | 99 | 101 | 98 | 0
COc1ccc(S(=O)(=O)N/N=C\c2ccc3c(c2)OCO3)cc1 | -41 | 98 | . | -4 | 95 | 95 | 94 | 96 | 98 | 95 | -2
Fc1ccccc1-c1csc(=Nc2cccnc2)n1CC1CCCO1 (stereo not given) | -9 | 99 | 22 | -2 | 97 | 99 | 103 | 97 | 102 | 100 | -6
CCCn1c(SCC(=O)Nc2cc(S(=O)(=O)N(C)C)ccc2OC)n[nH]c1=O | -44 | 99 | 9 | -4 | 106 | 95 | 101 | 98 | 96 | 97 | -2
O=C(c1ccc2c(c1)OCO2)C1CCCN(C(=O)c2cnn(Cc3ccccc3)c2)C1 (stereo not given) | -25 | 98 | -4 | -4 | 104 | 98 | 99 | 98 | 99 | 97 | -1
CCOc1ccccc1C1C(C(=O)Nc2ccccc2OC)=C(C)Nc2nc(CCCO)nn21 (stereo not given) | -29 | 98 | . | 17 | 99 | 98 | 102 | 97 | 101 | 101 | 1
CC(C(=O)NCc1ccc2c(c1)OCO2)c1ccc([N+](=O)[O-])cc1 (stereo not given) | -19 | 94 | 6 | -13 | 94 | 94 | 99 | 93 | 93 | 92 | 1
CCN(CC)CCCNC(=O)CC1Oc2ccc(C)cc2NC1=O (stereo not given) | -10 | 100 | . | 12 | 104 | 100 | 92 | 101 | 101 | 101 | 0
O=C(COc1ccc(S(=O)(=O)NC2CCCC2)cc1)NCC1CCCO1 (stereo not given) | -18 | 97 | -4 | 7 | 96 | 99 | 100 | 97 | 103 | 97 | -1
CC(C)CC(O)C1CCN(C(=O)CCc2nnc(-c3ccccc3)o2)CC1 (stereo not given) | 12 | 98 | 15 | -2 | 94 | 99 | 104 | 101 | 106 | 101 | 0
O=C(Nc1nnc(-c2ccco2)s1)C1CCCCC1 | 56* | ? | . | -8 | ? | ? | 100 | ? | ? | ? | -3
CC1Cc2ccccc2N1C(=O)CSc1nn2c(=O)c(C(C)(C)C)nnc2s1 (stereo not given) | -4 | 94 | 16 | -1 | 96 | 95 | 99 | 94 | 100 | 97 | -5
Oc1c(C(c2ccc(F)cc2)N2CCc3ccccc3C2)sc2ncnn12 (stereo not given) | -11 | 97 | . | 3 | 96 | 96 | 100 | 96 | 99 | 99 | -4
CCOc1ccc(CCNC(=O)C2CCN(S(=O)(=O)CC)CC2)cc1OCC | -37 | 98 | . | 18 | 96 | 97 | 99 | 99 | 97 | 98 | 1
FC(F)(F)c1nc2ccccc2c2nc3ccccc3n12 | 11 | 96 | -11 | 10 | 98 | 93 | 101 | 96 | 100 | 99 | 0
Cc1[nH]c2ccccc2c1/C=N/NC(=O)Cc1cccs1 | 5 | 97 | -10 | 16 | 98 | 97 | 101 | 100 | 100 | 94 | -3
Cc1cc(=O)n2c3ccccc3n(CC(O)CN3CCOCC3)c2c1C#N (stereo not given) | -31 | 96 | . | 18 | 96 | 100 | 99 | 100 | 99 | 99 | 0
COc1cc2c(cc1OC)CN(S(=O)(=O)c1cccs1)CC2 | -1 | 101 | 15 | -2 | 98 | 96 | 101 | 100 | 108 | 100 | 0
O=c1[nH][nH]c(C(F)(F)F)c1C=Nc1ccccc1Cl | -20 | 98 | . | 24 | 100 | 97 | 104 | 100 | 102 | 99 | -4
O=S(=O)(Nc1ccc(Cc2ccncc2)cc1)c1ccc(Br)cc1 | -6 | 102 | . | -73 | 100 | 100 | 12* | 102 | 102 | 102 | -1
CCOC(=O)C1(Cc2cccc(OC)c2)CCN(Cc2cccc(OC)c2OC)CC1 | -25 | 95 | -15 | 5 | 94 | 97 | 98 | 97 | 101 | 97 | 78*
N/N=C(\c1ccccc1)C12CN3CN(CN(C3)C1)C2 | -21 | 102 | -6 | -7 | 99 | 102 | 101 | 101 | 106 | 101 | -4
Cc1cc2cc(C(c3nnnn3Cc3ccco3)N3CCc4ccccc4C3)c(=O)[nH]c2cc1C (stereo not given) | -75 | 98 | . | -160 | 97 | 96 | 85 | 98 | 98 | 99 | 3
CC(=O)Nc1ccccc1NC(=O)C/C(C)=N/NC(=O)c1ccccn1 | -13 | 93 | 13 | -4 | 93 | 96 | 104 | 94 | 99 | 94 | 2
CCCC(=O)Nc1c(C(=O)OCC)oc2ccccc12 | -8 | 98 | 9 | -3 | 97 | 99 | 101 | 99 | 98 | 97 | -2
CC(c1ccccc1)N1C(=O)c2ccc(C(=O)NCc3ccco3)cc2C1=O (stereo not given) | -26 | 98 | 7 | -13 | 98 | 101 | 99 | 99 | 107 | 104 | -4
CCc1cc(=O)oc2cc(OCC(=O)N(CC)CC)c(Cl)cc12 | -17 | 98 | . | 16 | 97 | 98 | 100 | 100 | 101 | 99 | 0
C#CCNC(=O)C1=C[C@@H](c2ccccc2)C[C@@H](OCc2ccc(CO)cc2)O1 | 4 | 96 | 6 | -9 | 96 | 95 | 98 | 94 | 96 | 95 | -2
CC(=O)Nc1ccccc1/C=C/c1ccc2c(C)ccc(O)c2n1 | -53 | 98 | -27 | -37 | 105 | 97 | 101 | 98 | 101 | 99 | -4
Cc1cc(C)c(N(C(=O)Cn2nnc3ccccc32)C(C(=O)NC(C)(C)C)c2ccsc2)c(C)c1 (stereo not given) | -11 | 94 | . | -5 | 96 | 95 | 94 | 96 | 97 | 96 | -4
O=C(O)c1cc(S(=O)(=O)N2CCCCC2)sc1Cl | -14 | 99 | -4 | -2 | 101 | 101 | 101 | 101 | 106 | 99 | -3
c1ccc(-n2cnnc2SCc2cn3cccnc3n2)cc1 | -1 | 97 | . | -9 | 96 | 99 | 97 | 98 | 101 | 99 | 0
O=S(=O)(c1cccs1)N1CCC(CO)(Cc2ccc(Cl)cc2)CC1 | -19 | 100 | -3 | 17 | 102 | 96 | 104 | 100 | 97 | 98 | 1
CC(C)NC(=O)Cn1c(SCC(=O)c2ccc(F)cc2)nc2ccccc21 | 0 | 97 | . | 6 | 97 | 98 | 96 | 99 | 103 | 100 | 1
COc1cc(OC)cc(C(=O)N/N=C/c2ccc(OC)c(COc3ccc(F)cc3)c2)c1 | 3 | 101 | . | 19 | 89 | 99 | 101 | 100 | 100 | 101 | 0
O=C(O)c1cnn2c1C(=O)N(Cc1cccs1)CC2 | -15 | 99 | 10 | 7 | 103 | 95 | 97 | 98 | 99 | 95 | 0
CCCc1nc2c(=O)[nH]c3ccccc3c2o1 | -5 | 99 | 7 | 12 | 99 | 99 | 79 | 101 | 99 | 101 | 4
Cc1ccc(NC(=O)CNc2cccc(C)c2C)c(C)c1 | -24 | 101 | -16 | -9 | 103 | 101 | 100 | 103 | 109 | 105 | -3
Cc1ccc(C(=O)Nc2cccnc2)cc1S(=O)(=O)N1CCOCC1 | 21 | 95 | . | 17 | 99 | 95 | 95 | 96 | 93 | 98 | 1
CCOC(=O)c1c(NC(=O)c2cc(-c3cccc(O)c3)on2)sc(C(C)=O)c1C | 40 | 101 | . | 63* | 103 | 98 | 105 | 99 | 103 | 98 | -1
COc1ccc(N2CCN(C(=O)Cc3ncc(C(F)(F)F)cc3Cl)CC2)cc1 | -18 | 99 | -12 | 3 | 101 | 97 | 97 | 99 | 103 | 99 | -1
Cc1sc2ncnc(N[C@@H](CCC(=O)O)C(=O)O)c2c1C | -11 | 102 | . | 10 | 105 | 102 | 98 | 101 | 110 | 103 | 0
Cc1ccc(NC(=O)CSc2nnc(-c3ccco3)o2)c(C)c1 | -21 | 99 | -12 | -9 | 103 | 93 | 104 | 98 | 101 | 95 | -1
Cc1nnc(NC(=O)CSc2nnc(Cc3cccn3C)n2-c2ccccc2)s1 | -49 | 95 | . | 1 | 95 | 94 | 105 | 96 | 97 | 96 | -4
COCCN1C(=S)NC(c2cccc(C(F)(F)F)c2)C(C(=O)N2CCOCC2)=C1C (stereo not given) | -39 | 92 | -7 | -6 | 93 | 97 | 97 | 92 | 94 | 94 | 1
Cc1cccc(NC(=O)C2CCCN2C(=O)NC2CCCCC2)c1 (stereo not given) | -14 | 99 | . | 0 | 106 | 97 | 102 | 98 | 99 | 98 | 4

An unsorted share of the library; 2.9% or so of the library scored in one or more.
